# Source: PubChem (several laboratories)
# KLF5 inhibitor – suppresses KLF5 promoter-driven expression; DLD-1 KLF5 promoter-luciferase reporter, luminescence; inhibition, % at 5 µM; 0.23% of 290,000 active;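 active means inhibition above a per-plate limit of that plate's mean compound inhibition plus 3 SD, cut at about 60% in these data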;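 further: 0% = DMSO wells and 100% = LY294002 at 200 µM; higher means less KLF5 promoter-driven luciferase light; inactives centre near -14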
# GSK3beta inhib – human GSK3beta kinase inhibition. P49841. GST-GSK3beta kinase, ADP-Glo luminescence, 60 min; active compounds read low. activity score (negative = inhibition), % at 10 µM. 0.038% of 300,000 active. AID 2097;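 active means more than half of replicate wells score below -50%, meaning over 50% inhibition versus plate controls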;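 further: 0% = median DMSO wells and -100% = median GW8510 positive control wells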
# Target sequence (P49841 whole entry, looked up): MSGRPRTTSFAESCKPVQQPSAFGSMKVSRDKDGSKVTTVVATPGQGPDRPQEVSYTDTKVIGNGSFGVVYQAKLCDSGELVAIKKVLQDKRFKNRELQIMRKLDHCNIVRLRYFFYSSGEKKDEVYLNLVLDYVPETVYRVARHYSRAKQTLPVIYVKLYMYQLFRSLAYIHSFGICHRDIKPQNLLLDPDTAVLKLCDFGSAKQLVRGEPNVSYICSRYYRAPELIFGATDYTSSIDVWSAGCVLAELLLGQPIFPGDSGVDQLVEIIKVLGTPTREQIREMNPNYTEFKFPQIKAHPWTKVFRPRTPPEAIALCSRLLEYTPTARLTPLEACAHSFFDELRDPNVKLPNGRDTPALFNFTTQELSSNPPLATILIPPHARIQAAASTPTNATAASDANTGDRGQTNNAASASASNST
#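 test system = GST-tagged human GSK3beta kinase, cell-free | reagent = 25 µM ATP with peptide substrate | dosing = one dose of 10 µM per compound | schedule = 60 min reaction, RT | detection = luminescent ADP-Glo measurement of ADP formed | control set = DMSO neutral wells and GW8510 at 20 µM as positive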
# aSyn 5UTR inh – 5' untranslated region of α-synuclein, MLPCN primary screen; alpha-synuclein 5'UTR reporter, inhibitor activity; AID 1813; 0.82% of 300,000 active; inhibition, % (tested at 7.5 µM); in the data active means inhibition above about 60%;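 further: H4 neuroglioblastoma cells stably carrying SNCA 5'UTR luciferase fusion; 0% = DMSO wells and 100% = positive control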
# HSF1 activator – increases HSF-1 driven luciferase reporter signal. NIH3T3-HGL HSF-1 luciferase reporter, MG132, 8 h; 100% = twice DMSO control signal. activation, % at 9 µM. 1.7% of 300,000 active. AID 504408;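 active means mean replicate activation of at least 50% with a set share of replicates each reaching 50%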;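 further: 0% = median of the neutral control wells and 100% = twice that signal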
# IEC-6 tox – counter-screen for KLF5 inhibitors: cytotoxicity in IEC-6 cells | IEC-6 cytotoxicity, luminescence viability | inhibition, % at 5 µM | 0.78% of 290,000 active; in the data active means inhibition above about 22%;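 further: 0% = plate median of test compound wells and 100% = cytotoxic reference compound wells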
# AI-2 QS modul – modulators of Vibrio harveyi AI-2 quorum sensing system. 0.4% of 300,000 active. Vibrio harveyi JMH597 AI-2 luminescence/OD600 ratio, 9 h; active compounds read low; strain lacks LuxN and CqsS sensors; 0 = neutral-control median. activity change, % at 7.5 µM. AID 2094; in the data active means activity change below about -75%, passing the limit was not always enough;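 further: luminescence divided by OD600 gain over 9 h not by final OD600 alone; inactives centre near 13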
# HSP90 inh – HSP90 refolding inhibition in rabbit reticulocyte lysate. luciferase refolding luminescence, 3 h. inhibition, % at 5.6 µM. 0.91% of 290,000 active;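 active means inhibition above the screen-wide mean plus 3 SD, computed separately per campaign, cut at about 16% in these data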;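 further: 0% = DMSO wells and 100% = 60 µM geldanamycin wells; inhibitors lower the luminescence because luciferase stays unfolded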
# GSK3A inh – human GSK-3 alpha kinase inhibition. P49840. ADP-Glo luminescence, 60 min. inhibition, % at 10 µM. 0.1% of 320,000 active. AID 2650;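 in the data active means inhibition above about 50%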;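 further: GST-tagged GSK-3 alpha with peptide substrate and 25 µM ATP; 0% = DMSO neutral wells and 100% = GW8510 positive control wells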
# Target sequence (P49840 whole entry, looked up): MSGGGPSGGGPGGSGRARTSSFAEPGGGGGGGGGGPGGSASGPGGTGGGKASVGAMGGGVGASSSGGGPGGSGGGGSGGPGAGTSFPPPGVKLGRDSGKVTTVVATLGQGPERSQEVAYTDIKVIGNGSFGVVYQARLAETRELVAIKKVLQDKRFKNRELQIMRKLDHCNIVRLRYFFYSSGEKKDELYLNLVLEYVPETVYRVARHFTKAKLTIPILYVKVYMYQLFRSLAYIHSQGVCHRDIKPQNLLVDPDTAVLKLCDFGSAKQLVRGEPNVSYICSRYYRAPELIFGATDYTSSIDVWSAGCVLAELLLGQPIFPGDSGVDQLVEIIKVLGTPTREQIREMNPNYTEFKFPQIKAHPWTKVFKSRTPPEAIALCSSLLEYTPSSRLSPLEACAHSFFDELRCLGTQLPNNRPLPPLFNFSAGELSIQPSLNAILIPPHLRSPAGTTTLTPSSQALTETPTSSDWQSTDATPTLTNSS
# HIF act – HIF pathway transcriptional activation | U2OS HRE-luciferase reporter, luminescence; normalized: DMSO 0%, desferrioxamine 100% | activation, % at 7.5 µM (by protocol) | 0.32% of 300,000 active | AID 1910;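 active means mean activation of at least 10% of the iron chelator positive control signal, with at least half of replicates also reaching 10%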
# HSF1 inhib – HSF1 inhibition; AID 2098; 0.77% of 300,000 active; NIH3T3-HGL HSE-luciferase, MG132-induced, luminescence 8 h; active compounds read low; activity change, negative = inhibition, % at 7.5 µM (by protocol);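 active means more than half of replicate wells show activity change below -50%, luminescence cut by over half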;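 further: luciferase reports HSF-1 transcriptional activity via heat shock element; 0% = median of DMSO wells and -100% = zero luminescence signal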
# * hit, by the source's call; nt = no result given.
# The first 9 compounds as a preview:
SMILES,KLF5 inhibitor,GSK3beta inhib,aSyn 5UTR inh,HSF1 activator,IEC-6 tox,AI-2 QS modul,HSP90 inh,GSK3A inh,HIF act,HSF1 inhib
Cc1cc(C)n(C(=O)c2cccc([N+](=O)[O-])c2)n1,-50.0,-0.1,13.5,2.9,-0.3,9.6,-1.4,-0.7,1.7,-6.9
O=C(N/N=C/c1cccc(NC(=O)c2ccc(Cl)cc2)c1)c1cccc(O)c1,-55.9,-1.6,-68.1,18.9,3.5,19.2,7.9,-2.2,-0.4,1.7
COc1ccc(OC)c(S(=O)(=O)N2CCN(C34CC5CC(CC(C5)C3)C4)CC2)c1,7.7,3.3,0.9,-16.3,-3.6,7.8,0.7,-3.0,-0.2,-8.4
O=C(Nc1cccc(Cl)c1)N1CCSc2cc(Cl)ccc21,0.0,0.5,5.2,10.4,3.5,23.5,-2.2,0.7,0.2,-6.6
O=C(CNc1ccc2ccccc2c1)N/N=C/c1ccccn1,0.7,2.1,-2.1,21.1,6.5,34.7,2.4,-2.5,0.8,15.6
CC(C)n1nc(C(=O)NCCCN2CCCC2=O)c2ccccc2c1=O,6.8,3.4,-1.6,0.6,0.2,20.2,-1.8,-1.8,0.3,1.9
COc1cccc(CN(C)C(=O)/C=C/c2ccc(S(=O)(=O)N3CCCCCC3)cc2)c1,-4.8,5.2,21.2,17.4,3.1,25.6,2.9,-1.9,-0.5,-5.6
O=C(NCc1ccccc1)c1onc(CSc2ccncc2)c1C(=O)NCc1ccccc1,nt,1.4,1.4,-38.6,nt,20.4,nt,-1.9,0.3,-22.7
CCNc1oc(-c2ccc(OC)cc2)nc1S(=O)(=O)c1ccc(Br)cc1,0.9,0.5,-27.9,21.4,1.9,34.0,-2.3,-4.3,0.1,5.8

# The listing, from the start:
SMILES,KLF5 inhibitor,GSK3beta inhib,aSyn 5UTR inh,HSF1 activator,IEC-6 tox,AI-2 QS modul,HSP90 inh,GSK3A inh,HIF act,HSF1 inhib
Cc1cc(C)n(C(=O)c2cccc([N+](=O)[O-])c2)n1,-50.0,-0.1,13.5,2.9,-0.3,9.6,-1.4,-0.7,1.7,-6.9
O=C(N/N=C/c1cccc(NC(=O)c2ccc(Cl)cc2)c1)c1cccc(O)c1,-55.9,-1.6,-68.1,18.9,3.5,19.2,7.9,-2.2,-0.4,1.7
COc1ccc(OC)c(S(=O)(=O)N2CCN(C34CC5CC(CC(C5)C3)C4)CC2)c1,7.7,3.3,0.9,-16.3,-3.6,7.8,0.7,-3.0,-0.2,-8.4
O=C(Nc1cccc(Cl)c1)N1CCSc2cc(Cl)ccc21,0.0,0.5,5.2,10.4,3.5,23.5,-2.2,0.7,0.2,-6.6
O=C(CNc1ccc2ccccc2c1)N/N=C/c1ccccn1,0.7,2.1,-2.1,21.1,6.5,34.7,2.4,-2.5,0.8,15.6
CC(C)n1nc(C(=O)NCCCN2CCCC2=O)c2ccccc2c1=O,6.8,3.4,-1.6,0.6,0.2,20.2,-1.8,-1.8,0.3,1.9
COc1cccc(CN(C)C(=O)/C=C/c2ccc(S(=O)(=O)N3CCCCCC3)cc2)c1,-4.8,5.2,21.2,17.4,3.1,25.6,2.9,-1.9,-0.5,-5.6
O=C(NCc1ccccc1)c1onc(CSc2ccncc2)c1C(=O)NCc1ccccc1,nt,1.4,1.4,-38.6,nt,20.4,nt,-1.9,0.3,-22.7
CCNc1oc(-c2ccc(OC)cc2)nc1S(=O)(=O)c1ccc(Br)cc1,0.9,0.5,-27.9,21.4,1.9,34.0,-2.3,-4.3,0.1,5.8
O=C(CN1CCOCC1)Nc1ncc(Cc2cccc(Cl)c2Cl)s1,-25.8,-0.5,0.7,9.3,6.8,8.0,-3.2,7.5,0.0,7.5
CCOc1cc(C(=O)NC(C)CCc2ccccc2)cc(OCC)c1OCC (stereo not drawn),-29.9,4.3,4.5,0.8,1.0,28.2,0.5,-4.0,-0.4,-1.1
COc1cccc(C(=O)OCCN2CCCCC2)c1,-33.0,1.9,-14.3,-1.5,4.5,26.6,-4.5,-2.5,0.0,-1.3
CCC(CC)NC(=O)COc1ccc(OC)cc1C=O,-16.5,0.5,-3.7,19.7,-0.6,2.3,-1.1,-0.8,-0.3,12.6
COc1ccc(CC(=O)Nc2cccc(-c3nnc(-c4cccc(C)c4)o3)c2)cc1OC,-11.7,0.8,-187.4,-4.9,2.7,19.4,1.4,0.5,1.4,-11.7
O=C(CN1CCS(=O)(=O)CC1)NNC(=O)C1CCCCC1,-22.6,nt,22.3,-7.8,-3.5,nt,-0.1,-0.7,-0.8,-6.0
CCCCNc1cc(=O)n(C)c(=O)n1C,-13.0,0.4,16.4,3.4,-0.7,40.9,-1.3,-4.6,-0.1,-2.2
CCOC(=O)N1CCN(C(=O)c2ccc3c(c2)NC(=O)/C(=C\c2ccc(OC)c(OC)c2)S3)CC1,-21.5,-1.6,34.4,-0.5,1.6,31.4,1.7,0.3,-0.9,-4.7
CCOCCCNC(=O)c1ccc2c(c1)ncn2-c1cccc(C)c1,-18.6,2.1,-4.0,-21.8,-7.3,0.4,-1.9,-1.7,-0.4,-6.9
C/C(CC(=O)Nc1ccc(F)cc1)=N\NC(=O)Cc1csc(N)n1,5.1,0.1,-16.1,24.8,-0.5,15.3,1.6,5.4,0.3,11.8
CCCNC(=O)Cc1c(C)oc2ccccc12,11.3,-0.8,0.0,9.4,-2.1,20.4,-1.1,-5.4,-0.3,-1.6

# Entries of single compounds, looked up by structure.
# `O=C(NCc1ccccc1)c1onc(CSc2ccncc2)c1C(=O)NCc1ccccc1` reads KLF5 inhibitor = nt; GSK3beta inhib = 1.4; aSyn 5UTR inh = 1.4; HSF1 activator = -38.6; IEC-6 tox = nt; AI-2 QS modul = 20.4; HSP90 inh = nt; GSK3A inh = -1.9; HIF act = 0.3; HSF1 inhib = -22.7
# `COc1cccc(CN(C)C(=O)/C=C/c2ccc(S(=O)(=O)N3CCCCCC3)cc2)c1` reads KLF5 inhibitor = -4.8; GSK3beta inhib = 5.2; aSyn 5UTR inh = 21.2; HSF1 activator = 17.4; IEC-6 tox = 3.1; AI-2 QS modul = 25.6; HSP90 inh = 2.9; GSK3A inh = -1.9; HIF act = -0.5; HSF1 inhib = -5.6

# The listing continues:
SMILES,KLF5 inhibitor,GSK3beta inhib,aSyn 5UTR inh,HSF1 activator,IEC-6 tox,AI-2 QS modul,HSP90 inh,GSK3A inh,HIF act,HSF1 inhib
O=C(CCCCCn1c(=S)[nH]c2ccc(N3CCOCC3)cc2c1=O)NCc1ccccc1,-19.7,3.1,-19.4,-2.9,4.1,7.7,0.6,1.6,-0.5,1.7
COCCNC(=O)c1onc(CSc2ccccc2)c1C(=O)O,-7.6,2.5,-4.2,2.2,0.5,12.4,1.4,-6.5,0.1,-7.6
COc1ccc(CNC(=O)COC(=O)/C=C/c2ccco2)cc1,-36.0,1.7,-18.6,3.3,-5.9,1.5,3.3,0.6,0.2,-7.1
C/C(=N\N=c1/sc2ccccc2n1C)c1ccc(N2CCOCC2)cc1,-12.2,0.6,-131.6,66.0*,4.5,10.4,1.1,0.0,9.3,25.3
COC(=O)c1ccc(CN(c2ccc(C(=O)O)c(O)c2)S(=O)(=O)c2ccc(Cl)c([N+](=O)[O-])c2)cc1,11.3,1.3,2.7,-2.4,7.4,28.2,2.2,-1.9,-0.6,-3.7
CC(C)c1ccc(CNC(=O)CSCC(=O)Nc2ccc3ccccc3c2)cc1,-6.8,2.6,-9.5,16.7,-3.5,21.5,-6.4,-4.3,0.3,11.8
CCN(CC(O)Cn1c2ccccc2c2ccccc21)S(=O)(=O)c1ccc(C)cc1 (stereo not drawn),-28.5,3.3,5.2,10.8,-2.4,19.3,-1.3,1.3,0.3,4.6
O=C(O)c1ccccc1C(=O)c1cccc2ccccc12,-35.8,8.7,8.2,-6.4,-0.1,12.2,-0.6,-7.1,-1.3,4.3
COc1ccc(N2CCN(CCNC(=O)CCCn3c(=O)[nH]c4cc(Cl)ccc4c3=O)CC2)cc1,-24.3,0.3,16.2,12.6,6.6,-6.9,2.8,-0.1,0.1,7.2
CC(OC(=O)c1ccc(OCC2CCCO2)cc1)C(=O)N(C)Cc1ccccc1 (stereo not drawn),nt,1.3,-36.9,6.4,nt,4.4,nt,-3.4,0.2,5.6
CCOC(=O)c1c(S(=O)(=O)NCc2cccs2)c(C)n(C)c1C,-8.2,-1.1,-3.0,-16.8,0.8,8.9,-0.7,1.8,1.3,-1.6
Cc1csc(NC(=O)c2cc3c(s2)CCC3)n1,-194.5,-1.9,-6.8,54.0*,-7.5,4.6,2.7,-0.3,0.8,12.9
Cc1cc(NC(=O)COC(=O)C2CCN(C(=O)c3ccc(Cl)cc3)CC2)no1,-15.2,2.9,13.9,-2.2,-7.3,27.0,-1.3,-1.2,-8.5,-0.3
Cc1ccccc1NC(=O)C(=O)NCCCN1CCOCC1,-28.9,0.6,-26.8,-0.3,-7.5,3.5,-2.5,-0.7,0.2,-0.2
CCCc1c(C)[nH]c2ccc(NC(C)=O)cc2c1=O,10.2,1.5,7.7,0.6,-2.1,25.1,1.7,-1.9,-0.3,0.6
COc1ccc2nc(NC(=O)CSC3=NCCS3)sc2c1,-33.8,-27.3,-88.1,5.4,-4.5,13.5,-0.4,nt,1.3,5.2
O=C(N/N=C/c1cc([N+](=O)[O-])ccc1O)C1CCCCC1,-32.2,1.3,5.1,-7.4,7.1,-6.1,5.1,2.6,1.0,-8.1
COCCN(C(=O)c1ccco1)C(C(=O)NC1CCCC1)c1cccs1 (stereo not drawn),-34.2,0.5,-13.3,-10.1,0.1,7.0,-1.4,2.6,-1.0,-3.0
Cc1cccc(N2C(=O)CC(N3CCN(c4cccc(C(F)(F)F)c4)CC3)C2=O)c1 (stereo not drawn),-10.3,-5.3,14.3,5.2,1.7,28.2,2.8,-3.2,-0.2,-7.8
CN(C)c1ccc(C2N3CC4(C)CN2CC(C)(C3)C4O)cc1 (stereo not drawn),-18.3,0.7,4.0,-10.2,7.3,18.0,-2.4,-0.7,-0.1,-3.7
Cc1cccc(C)c1NC(=O)CNC(=O)Cc1ccccc1[N+](=O)[O-],-16.4,-0.9,-5.2,0.5,-5.2,25.6,-4.2,-2.8,2.7,-3.4
CCOC(=O)CSc1nc(C2CC2)cc(-c2ccc(Cl)cc2)c1C#N,-49.1,0.7,22.8,7.2,-0.4,2.1,-0.2,0.8,-0.1,-1.7
Cc1cccc(-n2c(=O)c3ccccc3n3c(=S)[nH]nc23)c1C,4.1,3.0,18.8,-30.7,-4.2,14.8,-0.9,1.1,0.5,-12.9
Cc1ccc(CN(c2ccc(C(=O)N3CCCC3)cc2)S(C)(=O)=O)cc1,-10.5,1.3,35.3,4.7,2.9,24.9,2.1,nt,-0.2,0.8
CCn1cc(C(=O)NCCc2ccc(OC)c(OC)c2)c(=O)c2cc(S(=O)(=O)N3CCOCC3)ccc21,2.4,1.5,6.2,12.0,2.3,nt,-0.1,2.0,0.0,5.0
Nc1ccccc1N=Cc1ccc(-c2cccc(Cl)c2)o1,-32.6,-0.3,-145.1,54.5*,2.7,2.0,0.4,-1.8,1.8,25.8
S=C(NCc1ccco1)Nc1cc(Cl)c(Cl)cc1Cl,-0.5,0.7,-40.4,23.4,9.5,22.9,0.1,-1.3,0.5,21.7
O=C(O)c1ccc(N2CCc3ccccc32)c([N+](=O)[O-])c1,-21.7,-1.5,-3.7,2.5,-13.1,3.3,-0.2,0.7,1.3,-2.7
